HEK293 viab: reduces viability of HEK-293 SNCA reporter cells; 150,000 tested, 0.12% active; HEK-293-SNCA-luc viability, GF-AFC fluorescence, 24 h; Potency, µM (series often up to 57.1 µM), for the others: at the top dose activity change, negative = cytotoxicity, usual class: cytotoxic;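 further: potency means the concentration at half of the fitted maximal effect; 0% = DMSO-treated cells and -100% = medium-only wells without cells; nearly all actives have a fitted effect of over 30% in size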
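Cytotoxicity counterscreen: after 24 h compound treatment of genome-edited SNCA-luciferase HEK-293 cells, live-cell protease substrate GF-AFC read by fluorescence after 30 min; activity scaled between DMSO (0%) and medium-only (-100%), curves Hill-fitted.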
FLuc inh: inhibitors of firefly (Photinus pyralis) luciferase; Potency, µM (series often up to 115 µM), inactives show at the top dose activity change, negative = inhibition, usual class: inhibitors; purified P. pyralis luciferase, luminescence, biochemical; P08659; 76,000 tested, 2.5% active; further: potency means the concentration at half of the fitted maximal effect; nearly all actives have a fitted effect of over 65% in size
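Biochemical qHTS: compound (6-point titration) added to 10uM D-luciferin plus 10uM ATP in Tris acetate pH 7.5 buffer with Mg, Tween-20 and BSA, then purified enzyme at 10nM; light output imaged.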
GPT2 inh: GPT2 alanine aminotransferase inhibition; Q8TD30; Recombinant GPT2, coupled pyruvate oxidase/HRP Amplex Red fluorescence; Potency, µM (top dose mostly 57.7 µM), for inactives: at the top dose activity change, negative = inhibition, actives largely listed as inhibitors; 100,000 tested, 0.25% active; AID 1671188; further: potency means the concentration at half of the fitted maximal effect; nearly all actives have a fitted effect of over 60% in size; many of its hits are not listed in these tables
Target sequence (Q8TD30 whole entry, looked up): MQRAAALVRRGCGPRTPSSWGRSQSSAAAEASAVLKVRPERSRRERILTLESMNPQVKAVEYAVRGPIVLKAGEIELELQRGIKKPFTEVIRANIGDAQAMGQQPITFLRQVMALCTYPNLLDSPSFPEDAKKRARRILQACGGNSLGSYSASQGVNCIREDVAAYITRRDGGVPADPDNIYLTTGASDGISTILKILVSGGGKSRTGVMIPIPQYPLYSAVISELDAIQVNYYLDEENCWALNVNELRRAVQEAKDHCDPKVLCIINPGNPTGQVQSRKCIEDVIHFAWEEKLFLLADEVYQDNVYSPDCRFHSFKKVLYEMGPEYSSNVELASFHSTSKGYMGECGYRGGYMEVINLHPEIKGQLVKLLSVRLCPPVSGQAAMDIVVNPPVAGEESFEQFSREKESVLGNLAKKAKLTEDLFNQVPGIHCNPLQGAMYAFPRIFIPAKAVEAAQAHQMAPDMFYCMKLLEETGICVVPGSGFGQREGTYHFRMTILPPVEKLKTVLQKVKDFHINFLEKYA
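Inhibition is scored from Amplex Red fluorescence generated when pyruvate oxidase and HRP act on pyruvate released by GPT2. Reactions contain 10ng/uL enzyme, 250uM a-KG and 2mM L-alanine and run 30 min at room temperature.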
NIH3T3 tox: cytotoxic compounds in NIH 3T3 cells; AID 1345082; 94,000 tested, 4.3% active; Potency, µM (doses to about 96.7 µM), without a hit: at the top dose activity change, negative = cytotoxicity, actives largely listed as inhibitors; NIH 3T3 viability, CellTiter-Glo ATP luminescence, 48-72 h; further: potency means the concentration at half of the fitted maximal effect; nearly all actives have a fitted effect of over 55% in size
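ATP-dependent luminescence (CellTiter-Glo) served as the viability signal for NIH 3T3 cells treated with compound for 48 or 72 hr at 37 °C.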
SNCA expr inhib: SNCA gene expression inhibition; Potency, µM (series often up to 57.2 µM), inactives show top-dose activity change, negative = inhibition, usual class: inhibitors; HEK-293 SNCA-luciferase knock-in, luminescence, 24 h; 140,000 tested, 0.17% active;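 further: potency means the concentration at half of the fitted maximal effect; plate controls were DMSO cells for no effect and cell-free wells for full effect; nearly all actives have a fitted effect of over 45% in size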
HEK293 tox: HEK 293 cell cytotoxicity; Potency, µM (highest dose often 115 µM), for the others: top-dose activity change, negative = cytotoxicity, usual class: inhibitors; HEK 293 viability, ATP luminescence (CellTiter-Glo), 48-72 h; AID 1345083; 94,000 tested, 6.6% active; further: potency means the concentration at half of the fitted maximal effect; nearly all actives have a fitted effect of over 60% in size
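HEK 293 cells seeded at 250 cells/well were exposed to compound for 48 or 72 hr at 37 degree Celsius. Viability taken as ATP content by CellTiter-Glo luminescence.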
IP6K1 inhibitor: blocks human inositol hexakisphosphate kinase 1. Q92551. 140,000 tested, 0.81% active. activity change, % (series mostly up to about 58 µM). AID 1645851. IP6K1 kinase, ADP-Glo luminescence, 2 h; stronger effect = lower value; in the data active means activity change below about -25%
Target sequence (Q92551 whole entry, looked up): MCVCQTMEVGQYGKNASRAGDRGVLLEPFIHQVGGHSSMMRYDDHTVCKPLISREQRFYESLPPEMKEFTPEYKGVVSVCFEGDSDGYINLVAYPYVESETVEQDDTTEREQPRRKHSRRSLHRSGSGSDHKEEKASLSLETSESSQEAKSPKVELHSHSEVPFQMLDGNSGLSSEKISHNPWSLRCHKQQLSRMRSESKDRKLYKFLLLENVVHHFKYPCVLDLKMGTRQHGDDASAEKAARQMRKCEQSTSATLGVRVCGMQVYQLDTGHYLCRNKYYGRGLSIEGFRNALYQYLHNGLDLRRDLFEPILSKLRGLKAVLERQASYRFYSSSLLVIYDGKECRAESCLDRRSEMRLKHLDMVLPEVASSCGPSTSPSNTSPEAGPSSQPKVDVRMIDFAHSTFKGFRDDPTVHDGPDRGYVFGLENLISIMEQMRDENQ
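ADP-Glo luminescence measures ADP made by human IP6K1 during a 2 h RT reaction with ATP/IP6 (mix at 1.3 mM/130 uM); top library doses 57.5 and 19.1 uM final.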
* = called active by the depositor; i = inactive; ? = inconclusive; . = no result given; [ ] = another dose, or the depositor's remark. Unless noted, the call rests on the fitted dose curve; in most records, active means well fitted curve in the direction sought with a large enough effect; inconclusive means small, poorly fitted or top-dose-only effect, or another doubt; inactive means no such curve, though single readings can be large; an effect the other way counts as inactive or inconclusive. Unless noted, on the % scale 0 is the no-effect control and ±100 the full control effect. Rows are unselected. Share with any hit: about 7.7%.

Start of the listing, in advance:
smiles	HEK293 viab	FLuc inh	GPT2 inh	NIH3T3 tox	SNCA expr inhib	HEK293 tox	IP6K1 inhibitor
O=C1C(N2CCN(S(=O)(=O)c3ccc(F)c(F)c3)CC2)CCN1Cc1cccnc1 (centres undefined)	9%	11%	i	-29%	5%	?	16
Cc1ccc(NC(=O)CN2C(=O)CCSc3ccc(S(=O)(=O)N4CCCC4)cc32)cc1C	-18%	.	.	.	-3%	.	-3

The listing, from the start:
smiles	HEK293 viab	FLuc inh	GPT2 inh	NIH3T3 tox	SNCA expr inhib	HEK293 tox	IP6K1 inhibitor
O=C1C(N2CCN(S(=O)(=O)c3ccc(F)c(F)c3)CC2)CCN1Cc1cccnc1 (centres undefined)	9%	11%	i	-29%	5%	?	16
Cc1ccc(NC(=O)CN2C(=O)CCSc3ccc(S(=O)(=O)N4CCCC4)cc32)cc1C	-18%	.	.	.	-3%	.	-3
Cc1ccc(C(=O)N2CCC(C(=O)N3CCCC3c3nc4ccncc4[nH]3)CC2)cc1 (centres undefined)	16%	.	i	-16%	-18%	-11%	25
Cc1ccc2nc(Cl)c3cc(C(=O)NC4CCCCCC4)sc3c2c1	21%	.	.	.	?	.	-2
Cc1ccc(Sc2ccc(N3CCCC(C(=O)Nc4ccc(Br)cc4)C3)nn2)cc1 (centres undefined)	6%	.	.	.	-11%	.	0
CCOc1cc(=O)n2c(c1C(=O)N1CCCc3ccccc31)CCCC2	-21%	-5%	-3%	?	-21%	?	1
CCCOc1ccc(C(=O)Nc2ccc3oc(-c4ccncc4)nc3c2)cc1	-3%	.	.	.	35%[activator]	.	0
FC(F)(F)c1cccc(N2CCN(c3nc4ccccc4n4cnnc34)CC2)c1	-3%	.	.	.	52%[activator]	.	39
C[C@@H]1C(=O)O[C@H]2CC34[C@H]5C[C@@H](C(C)(C)C)C36[C@H](OC(=O)[C@@H]6O)O[C@@]4(C(=O)O5)[C@]21O (some centres undefined)	2%	.	i	.	33%[activator]	.	.
CCOC(=O)c1c(C)oc2ncnc(N3CCN(c4ccccc4)CC3)c12	-5%	.	.	.	-9%	.	-4
O=[S+]1([O-])NC2(CCCN(Cc3c(F)cccc3F)C2)COc2ccccc21 (centres undefined)	-7%	.	-10%	-10%	-28%	?	16
CC(=O)NC1(C)CCN(Cc2ccc(-c3ccc4c(ccn4C)c3)cc2)C1 (centres undefined)	-6%[87.6 µM]	4.5µM*	i	?	?	?	13
CC(C)CNC(=O)c1cc2cn(C3CC3)cc2s1	5%	-11%	i	-7%	-17%	2%	2
Cc1cnc(CCNC(=O)c2cccs2)n1Cc1ccc(F)cc1	-8%	.	-5%	-17%	8%	-2%	2
CCN1CCOC(=O)C1CC(=O)Nc1cc(C)ccc1OC (centres undefined)	7%	.	.	.	4%	.	-10
Cc1cc(C)cc(C(=O)NCc2nnc3c(-c4nc(C(C)C)no4)cccn23)c1	3%	-2%	i	-8%	10%	?	8
COc1ccc(N2CCN(C(=O)Cn3nc(Cc4cccnc4)c4ccccc4c3=O)CC2)cc1	1%	.	.	.	-18%	.	15
COc1ccccc1Nc1ccnc(N2CCC(NC(=O)C(C)C)CC2)n1	?	.	i	?	7%	?	3
CCCCOC(=O)c1ccc(NC(=O)c2cc(=O)c3ccccc3o2)cc1	8%	.	.	.	35%[activator]	.	23
Cc1ccc(Cl)cc1NC(=O)Cn1ncc2c(C)n(Cc3ccccc3F)c(C)c2c1=O	?	.	.	.	-17%	.	1
CCN(CCOC)Cc1cn(-c2ccc(F)cc2F)nc1-c1ccccc1C	-18%	2%	1%	-16%	-3%	?	11
CNC(=O)C1CCCN(c2nc3ncccc3o2)C1 (centres undefined)	11%[87.6 µM]	-5%[172 µM]	i	-1%[138 µM]	-5%[87.6 µM]	-6%[172 µM]	-2
Cn1c(C(=O)N2CCn3nc(Cc4ccccc4)cc3C2)cc2ccccc21	-6%	3%	3%	?	-22%	?	-1
CO[C@H]1[C@H](NC(=O)c2c(F)cccc2Cl)c2ccccc2C12CCNCC2	-13%	10%	i	-9%	-4%	-22%	4
O=C1NCCCCCCN(Cc2cccc(F)c2)[C@H]2C[C@H](C(=O)N3CCc4ccccc4C3)C[C@@H]12	-25%	3%	4%	40µM*	?	25µM*	-2
CC(C)C(=O)N1CCC(CC(=O)NCc2ccccc2)C1 (centres undefined)	-7%[12.5 µM]	7%	i	i	5%	14%	5
COc1cccc(C(=O)N2CC(F)(F)C[C@H]2c2nc(C)no2)c1	-1%	1%	-14%	i	10%	i	2
Cn1ccc(C(=O)N2C[C@@H](COc3ccccc3)[C@H](C(N)=O)C2)n1	8%	-2%	4%	-13%	22%	-5%	0
C=CC(C)(C)c1[nH]c2cc3c(cc2c1CC1NC(=O)C2=CCCN2C1=O)C=CC(C)(C)O3 (centres undefined)	16%[23.9 µM]	.	-17%[27.3 µM]	.	.	.	-3
COC(=O)c1ccc2nc(CO[C@H]3CN(Cc4ccc(C(F)(F)F)cc4)C[C@H]3F)[nH]c2c1	-7%	7%	-11%	?	-33%	50µM*	-11

smiles	HEK293 viab	FLuc inh	GPT2 inh	NIH3T3 tox	SNCA expr inhib	HEK293 tox	IP6K1 inhibitor
CN[C@@H](CC(C)C)C(=O)N[C@H]1C[C@@](O)(C(=O)N[C@H]2CCCNC2=O)C[C@@H](O)[C@@H]1O	5%[87.6 µM]	0%[172 µM]	-9%[88.5 µM]	-8%[138 µM]	31%[activator][87.6 µM]	-6%[172 µM]	11
CC1=C(C(=O)Nc2cc(C)ccc2C)C2(CCCCCC2)OC1=O	?	.	.	.	5%	.	-13
COc1ccc(CN2CCc3nc(C(=O)NCc4ccncc4)oc3CC2)cc1	5%[87.6 µM]	-1%[172 µM]	-9%[88.5 µM]	?	9%[87.6 µM]	?	-3
COc1ccc(CN2C(=O)C(NC(=O)c3ccccc3C)(C(F)(F)F)N=C2c2ccccc2)cc1 (centres undefined)	?	.	.	.	55%[activator]	.	-4
CCn1ccnc1CN1CC[C@@H](c2ccc3ccccc3c2)[C@H](O)C1	0%	0%	i	-17%	3%	?	39
Cc1ccc(NC(=O)N2C[C@@H](F)C[C@H]2C(=O)N2CCCCC2)cc1F	-12%	.	2%	-2%	14%	-1%	13
COc1cc(C(=O)n2nc(-c3ccco3)nc2NCc2ccc(Cl)cc2)cc(OC)c1OC	5%	.	.	.	119%[activator]	.	-5
CC1CCCCN1C(=O)CSc1n[nH]c(-c2ccccc2Cl)n1 (centres undefined)	3%	.	.	.	56%[activator]	.	0
NC(=NCCCCCCN=C(N)N=C(N)Nc1ccc(Cl)cc1)N=C(N)Nc1ccc(Cl)cc1	-19%	.	3%	.	-10%	.	.
O=C(NC1CCCc2c1[nH]c1ccccc21)c1n[nH]c2c1CCC2 (centres undefined)	-3%	-5%	4%	?	41%[activator]	?	-13
CC(C)N1CCOC(CC(=O)NCc2cc(N3CCOCC3)ncn2)C1 (centres undefined)	19%	-16%	1%	-3%	14%	-28%	1
COc1ccc(-c2ccccc2NC(=O)C2CCCN(CC=C(C)C)C2)cc1 (centres undefined)	-3%	4%	i	1%	9%	?	8
O=C(O)C1Cc2nc[nH]c2CN1C(=O)CC1CCS(=O)(=O)CC1 (centres undefined)	-6%	1%	-1%	-2%	-9%	0%	16
Cn1cc(CN2CCOC[C@H]2c2ncc(-c3ccc(F)cc3F)[nH]2)c2ccccc21	1%[87.6 µM]	-11%[172 µM]	-16%[88.5 µM]	50µM*	-23%[87.6 µM]	50µM*	6
C[C@H]1CCCN1C(=O)c1nnc(COc2ccc(F)c(F)c2)n1-c1cccnc1	-5%[87.6 µM]	5%[172 µM]	-8%[88.5 µM]	25µM*	22%[87.6 µM]	?	4
COc1cncc(NC(=O)C2=NO[C@@H]3CN(Cc4ccccc4)C[C@H]23)c1	-4%[87.6 µM]	3%[172 µM]	-6%[88.5 µM]	?	21%[87.6 µM]	-28%[172 µM]	-6
Cc1cc(CNC(=O)c2cc(-c3ccccc3F)cc3c2OCCN3C)no1	-12%[87.6 µM]	-4%[172 µM]	2%[88.5 µM]	?	?	?	-22
Cc1ccc(S(=O)(=O)C2(C(=O)Nc3ccc(C(C)C)cc3)CC2)cc1	7%	.	.	.	288%[activator]	.	13
C[C@@H]1CN(C(=O)c2cc(S(N)(=O)=O)ccc2F)CC[C@]1(C)O	11%	-10%	-5%	-13%	-10%	-14%	-1
C=CCNC(=O)N[C@H]1CO[C@H]2[C@@H]1OC[C@@H]2Nc1nccc(-c2cccc(F)c2)n1	-9%[87.6 µM]	-3%[172 µM]	-20%[88.5 µM]	?	-18%[87.6 µM]	?	-7
CCC1Oc2ccc(NC(=O)c3ccccc3)cc2CN(Cc2ccc(OC)cc2)C1=O (centres undefined)	-4%	-10%	i	?	-4%	?	-1
COc1ccccc1N1CCN(C2C(=O)c3ccccc3N2C(C)=O)CC1 (centres undefined)	4%	.	.	.	-29%	.	2
N#Cc1cccc(CN2C[C@H](O)C[C@H]2c2nc(-c3ccccn3)no2)c1	-2%[87.6 µM]	?	i	-18%[138 µM]	65%[activator][87.6 µM]	-12%[172 µM]	-7
O=Cc1ccccc1-c1ccc(F)cc1F	2%[87.6 µM]	.	-3%[88.5 µM]	i	-6%[87.6 µM]	i	-12
O=C(NCCn1cccn1)C1CCC(=O)N(CCCN2CCOCC2)C1 (centres undefined)	10%	-6%	-8%[11.5 µM]	i	25%	-3%	0
Cc1ccn2c(C(=O)N3CC[C@@](C)(O)[C@@H](O)C3)nnc2n1	3%	6%	i	-12%	10%	-10%	7
Cc1cccc(OCC2(CNCc3ccccn3)C[C@@H](O)[C@@H](O)C2)n1 (some centres undefined)	6%	-9%	-4%	-12%	-14%	-16%	1
Cc1cccc(NC(=O)CN(C)S(=O)(=O)c2ccc3c(c2)c(=O)n(C)c(=O)n3C)c1	-1%	.	.	.	-15%	.	6

Just GPT2 inh, SNCA expr inhib and HEK293 viab, for some of the entries so far:
Compound	GPT2 inh	SNCA expr inhib	HEK293 viab
CN[C@@H](CC(C)C)C(=O)N[C@H]1C[C@@](O)(C(=O)N[C@H]2CCCNC2=O)C[C@@H](O)[C@@H]1O	-9%[88.5 µM]	31%[activator][87.6 µM]	5%[87.6 µM]
CC1=C(C(=O)Nc2cc(C)ccc2C)C2(CCCCCC2)OC1=O	.	5%	?
COc1ccc(CN2CCc3nc(C(=O)NCc4ccncc4)oc3CC2)cc1	-9%[88.5 µM]	9%[87.6 µM]	5%[87.6 µM]
COc1ccc(CN2C(=O)C(NC(=O)c3ccccc3C)(C(F)(F)F)N=C2c2ccccc2)cc1 (centres undefined)	.	55%[activator]	?
CCn1ccnc1CN1CC[C@@H](c2ccc3ccccc3c2)[C@H](O)C1	i	3%	0%
Cc1ccc(NC(=O)N2C[C@@H](F)C[C@H]2C(=O)N2CCCCC2)cc1F	2%	14%	-12%

Assay outcomes: PubChem, National Center for Advancing Translational Sciences (NCATS)
